# RGS4 act – potentiators or activators of RGS4; HEK293 M3R/inducible RGS4, carbachol calcium flux Fluo4; active compounds read low; B-score at 10 µM; 0.92% of 310,000 active;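 active = B-score of the integrated calcium signal more than 4 SD below the library mean, with starting fluorescence not abnormally high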;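 note: negative B-score means reduced calcium response which marks RGS4 activation or potentiation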
#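 System – HEK293 FlpIn-TREx cells, stable M3R, doxycycline-inducible RGS4 · Reagent – ECmax carbachol challenge · Times – compound preincubation 20 min at room temperature before agonist · Technique – Fluo4 fluorescence kinetic imaging of calcium · Measure – B score of integrated Fluo4 ratio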
# KCNQ1 pot – potentiates or activates the human KCNQ1 potassium channel | CHO-K1 KCNQ1, thallium flux FluxOR fluorescence; active compounds read high | 0.35% of 310,000 active | B-score at 10 µM | P51787 | AID 2648;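 active = fluorescence ratio B-score, a plate-corrected score, at least three library SD, with initial intensity B-score within 5 SD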
#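 assay system = KCNQ1-transfected CHO-K1 cells | medium = assay buffer with matched DMSO | probe or stimulus = depolarizing K+/Tl+ stimulus, K2SO4 and Tl2SO4 each 12.5 mM in 5x stock | dosing = single dose | incubation = dye 90 min, compound 20 min, room temperature | detection = kinetic FluxOR fluorescence, 10 s baseline plus 110 s post-stimulus | evaluation = ratio B score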
# KCNQ1 block – inhibitors of human KCNQ1 potassium channel | CHO-K1 KCNQ1, FluxOR thallium flux fluorescence; active compounds read high | AID 2642 | B-score at 10 µM | 1.3% of 310,000 active;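 active = compounds whose thallium flux B-score, printed positive for inhibition, exceeds three library SD while starting fluorescence stays within three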;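 note: channel opened by potassium depolarization with thallium stimulus after 20 min compound exposure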
# KCNK9 inh – human KCNK9 channel inhibition | Q9NPC2 | HEK293 KCNK9, FluxOR thallium flux fluorescence; active compounds read low | B-score at 10 µM | 1.2% of 310,000 active;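 active = ratio B-score over 3 SD below the library mean, with starting fluorescence within 5 SD of its mean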;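 note: negative B-score means less thallium flux so channel inhibition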
# ANO1 activ – activators or potentiators of mouse TMEM16A chloride channel; HEK293 TMEM16A/YFP-H148Q/I152L, iodide quench fluorescence; active compounds read low; 0.3% of 340,000 active; B-score at 10 µM;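 active = fluorescence-ratio B-score plate-corrected deviation score at least 3 library SD below zero, with starting fluorescence score within 5 deviations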;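 note: channel opened by trigger with iodide after compound preincubation; score built on the fluorescence ratio of max minus min over baseline; more negative score means more quench and so TMEM16A activation or potentiation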
# HDAC3 inhib – inhibitors of human histone deacetylase 3 | inhibition, % at 8.3 µM | AID 2718 | O15379 | recombinant HDAC3, fluorogenic peptide/trypsin coupled, fluorescence | 0.15% of 320,000 active; in the data active = inhibition above about 26%, passing the limit was not always enough
# hERG protect – shields human hERG channel from block by proarrhythmic agents | Q12809 | CHO-hERG, FluxOR thallium flux, dofetilide IC70 present | activation (rescue from dofetilide block), less the hit threshold, % at 10 µM | 0.51% of 310,000 active | AID 1511;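 active = activation above the mean of controls blocked by dofetilide plus 5 SD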;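 note: thallium influx through hERG after potassium depolarization seen as dye fluorescence rise; in these data hits start at about 4.7%; inactives centre near -7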
# Target sequence (Q12809 whole entry, looked up): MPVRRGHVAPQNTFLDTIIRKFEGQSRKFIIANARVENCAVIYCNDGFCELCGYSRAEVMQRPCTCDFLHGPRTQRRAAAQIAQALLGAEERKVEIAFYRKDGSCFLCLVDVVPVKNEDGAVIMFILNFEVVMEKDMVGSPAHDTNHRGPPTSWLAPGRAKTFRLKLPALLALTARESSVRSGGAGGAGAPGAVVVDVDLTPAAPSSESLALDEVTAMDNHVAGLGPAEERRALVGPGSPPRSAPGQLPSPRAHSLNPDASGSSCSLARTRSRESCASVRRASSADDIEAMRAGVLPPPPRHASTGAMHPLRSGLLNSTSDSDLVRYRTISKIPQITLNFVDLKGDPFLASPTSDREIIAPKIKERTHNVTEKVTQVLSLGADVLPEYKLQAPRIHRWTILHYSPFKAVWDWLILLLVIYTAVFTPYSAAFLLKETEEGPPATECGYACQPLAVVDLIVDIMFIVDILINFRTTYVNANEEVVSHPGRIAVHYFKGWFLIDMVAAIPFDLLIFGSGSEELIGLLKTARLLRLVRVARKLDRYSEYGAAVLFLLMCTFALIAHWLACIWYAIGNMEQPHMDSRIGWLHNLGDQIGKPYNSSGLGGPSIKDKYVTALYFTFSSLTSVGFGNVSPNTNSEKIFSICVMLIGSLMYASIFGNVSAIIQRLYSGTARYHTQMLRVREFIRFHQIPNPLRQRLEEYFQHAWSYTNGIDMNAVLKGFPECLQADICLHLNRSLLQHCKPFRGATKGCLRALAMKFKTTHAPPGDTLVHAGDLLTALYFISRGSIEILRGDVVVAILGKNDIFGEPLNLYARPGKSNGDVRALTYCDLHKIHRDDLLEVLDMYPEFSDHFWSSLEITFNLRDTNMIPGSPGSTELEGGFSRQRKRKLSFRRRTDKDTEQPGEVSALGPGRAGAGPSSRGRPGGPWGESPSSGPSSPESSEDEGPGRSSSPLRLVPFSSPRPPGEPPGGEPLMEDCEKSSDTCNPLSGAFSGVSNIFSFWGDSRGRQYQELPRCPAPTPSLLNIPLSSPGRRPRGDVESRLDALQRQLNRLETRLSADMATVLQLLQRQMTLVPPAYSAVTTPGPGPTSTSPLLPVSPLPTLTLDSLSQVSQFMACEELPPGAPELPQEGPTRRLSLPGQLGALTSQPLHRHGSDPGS
# SKKanGAS inh – inhibitors of SKKanGAS S. pyogenes growth in kanamycin (SK-promoter or general growth effect) | BacTiter-Glo, 6 h | inhibition, % at 7.5 µM | 1.3% of 300,000 active;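 active = mean replicate score, as percent of positive control median, at least 50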;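 note: strain carries kanamycin resistance gene driven by streptokinase promoter and grows in 40 µg/ml kanamycin; loss of luminescence reflects streptokinase promoter inhibition or plain growth inhibition; 0% = median of DMSO wells and 100% = positive control at its reference dose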
# KCNK3 inh – human KCNK3 channel inhibition, primary screen; B-score at 10 µM; O14649; 0.84% of 340,000 active; CHO-KCNK3 thallium flux, FluxOR fluorescence; active compounds read low; AID 602410;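 active = B-score under library mean minus 4 SD, starting fluorescence ratio at most library mean plus 5 SD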;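 note: more negative B-score means stronger inhibition of thallium flux through KCNK3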
# RGS4 inh – inhibitors of human RGS4 | B-score at 10 µM | HEK293 M3R/RGS4 inducible, Fluo-4 calcium flux; active compounds read high; triggered by carbachol at its EC20 | AID 463165 | 0.45% of 310,000 active | P49798;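 active = B-score, a plate-corrected calcium signal, over three deviations above library mean, with baseline fluorescence within five deviations of library mean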;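 note: RGS4 expression induced by doxycycline in cells with stable M3 receptor; B-score is computed from the integrated fluorescence ratio over baseline after carbachol; higher B-score means a larger calcium signal and so more RGS4 inhibition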
# TMEM16A inh – blocks the mouse calcium-activated chloride channel TMEM16A; HEK293 TMEM16A/YFP iodide influx fluorescence, ionomycin; Q8BHY3; AID 588511; normalized B-score (activity score, 25-100; higher = stronger inhibition) at 10 µM; 1.2% of 310,000 active;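 active = ratio plate-corrected score three or more library SD toward inhibition, starting fluorescence score within five deviations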;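 note: score derived from kinetic fluorescence span divided by baseline fluorescence per well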
# * hit, by the source's call; i = inactive; · = no result given.
SMILES	RGS4 act	KCNQ1 pot	KCNQ1 block	KCNK9 inh	ANO1 activ	HDAC3 inhib	hERG protect	SKKanGAS inh	KCNK3 inh	RGS4 inh	TMEM16A inh
CCCc1cc(C(=O)NNC(=S)NCc2ccccc2)cs1	i	i	i	i	i	-4	-12	-5	i	i	100*
CCOc1ccc(S(=O)(=O)N2CCC(C(=O)NCCN3CCOCC3)CC2)cc1C	i	i	i	i	i	5	-6	3	i	i	i
O=C(CN(c1ccc(Br)cc1)S(=O)(=O)c1ccc(Cl)c([N+](=O)[O-])c1)NCCc1ccccc1	i	i	i	i	i	-11	-17	6	i	i	i
Cc1cc(C)cc(C(=O)NC(CC(N)=O)c2ccc(N3CCCCCC3)c([N+](=O)[O-])c2)c1 (configuration not stated)	i	i	7*	i	i	7	-9	6	i	i	i
O=[N+]([O-])c1ccc(SCc2ccco2)cc1N1CCOCC1	i	i	i	i	i	1	0	12	i	i	i
Cc1c(N2C(=O)C3C4C=CC(C5CC45)C3C2=O)c(=O)n(-c2ccccc2)n1C (configuration not stated)	i	i	i	i	i	-2	-6	3	i	i	i
CCCC(=O)Nc1nnc(CC(=O)N2CCCC2)s1	i	i	i	i	i	-4	-4	0	i	i	i
Cc1cccc2c(=O)cc(C)n(CC(=O)N3CCCCC3)c12	i	i	i	i	i	-7	-10	1	i	i	i
O=C(CN1C(=O)C2C3CC(C(Br)C3Br)C2C1=O)OCC(=O)c1cccc([N+](=O)[O-])c1 (configuration not stated)	i	i	i	i	i	2	-5	2	i	i	i
Cc1cc(NC(=O)CN2C(=O)NC3(CCCCCC3)C2=O)no1	i	i	i	i	i	-2	-16	1	i	i	i
O=[N+]([O-])c1ccc(Nc2nc(Cl)nc(NCCO)n2)cc1	i	i	i	i	i	-2	-7	5	i	i	i
COc1cc(/C=N/NC(=O)c2cc(C3CC3)[nH]n2)ccc1O	i	i	i	i	i	·	-10	-6	i	i	i
O=C(Cc1ccccc1)N1CCN(S(=O)(=O)c2cccc([N+](=O)[O-])c2)CC1	i	i	i	i	i	-4	-8	10	i	i	i
Cc1ccc(S(=O)(=O)NC2=NCN(CCc3ccccc3)CN2)cc1	i	i	i	i	i	0	-3	5	i	i	i
O=c1c2ccccc2nc2n1C(CBr)CS2 (configuration not stated)	i	i	i	i	i	5	-10	-12	i	i	i
Cc1ccc(S(=O)(=O)Nc2ccccc2C(=O)OC(C)C(=O)Nc2ccc3ccccc3c2)cc1[N+](=O)[O-] (configuration not stated)	i	i	i	i	i	1	-7	12	i	i	i
O=C1CC(c2ccc(S(=O)(=O)NCc3ccncc3)cc2)CN1 (configuration not stated)	i	i	i	i	i	-7	-6	-4	i	i	i
CCc1ccc(NC(=O)CC2S/C(=N/N=C3CCCCCC3)NC2=O)cc1 (configuration not stated)	i	i	i	i	i	·	-5	-1	i	i	·
CC(Cc1ccccc1)Nc1ncnc2c1ncn2C1OC(CO)C(O)C1O (configuration not stated)	i	i	i	i	i	-3	-4	2	i	i	i
O=C(NCC(c1cccnc1)N1CCN(c2ccccc2F)CC1)C1CCCCC1 (configuration not stated)	i	i	i	i	i	1	-13	-15	i	i	i

# Some of the entries so far, with values under each structure:
# Order of results – RGS4 act	KCNQ1 pot	KCNQ1 block	KCNK9 inh	ANO1 activ	HDAC3 inhib	hERG protect	SKKanGAS inh	KCNK3 inh	RGS4 inh	TMEM16A inh
CCCC(=O)Nc1nnc(CC(=O)N2CCCC2)s1
    i	i	i	i	i	-4	-4	0	i	i	i
Cc1cccc2c(=O)cc(C)n(CC(=O)N3CCCCC3)c12
    i	i	i	i	i	-7	-10	1	i	i	i
O=C(CN1C(=O)C2C3CC(C(Br)C3Br)C2C1=O)OCC(=O)c1cccc([N+](=O)[O-])c1 (configuration not stated)
    i	i	i	i	i	2	-5	2	i	i	i
Cc1cc(NC(=O)CN2C(=O)NC3(CCCCCC3)C2=O)no1
    i	i	i	i	i	-2	-16	1	i	i	i
O=[N+]([O-])c1ccc(Nc2nc(Cl)nc(NCCO)n2)cc1
    i	i	i	i	i	-2	-7	5	i	i	i
COc1cc(/C=N/NC(=O)c2cc(C3CC3)[nH]n2)ccc1O
    i	i	i	i	i	·	-10	-6	i	i	i

# (listing goes on)
SMILES	RGS4 act	KCNQ1 pot	KCNQ1 block	KCNK9 inh	ANO1 activ	HDAC3 inhib	hERG protect	SKKanGAS inh	KCNK3 inh	RGS4 inh	TMEM16A inh
O=C(NNc1cc(N2CCOCC2)nc(N2CCOCC2)n1)c1ccc([N+](=O)[O-])cc1	i	i	i	i	i	·	-6	1	i	i	·
O=C(NCCS(=O)CCNC(=O)C(F)(F)F)C(F)(F)F	i	i	i	i	i	-4	-4	-4	i	i	i
COc1ccc(-c2cc(C(=O)Nc3c(C)n(C)n(-c4ccccc4)c3=O)no2)cc1OC	i	i	i	i	i	-2	-13	1	i	i	i
O=C(Cc1ccccc1)NCC(=O)N/N=C/c1cccnc1	i	i	i	i	i	-1	-6	3	i	i	i
Cc1ccccc1N1CCN(Cc2ccc(Br)o2)CC1	i	i	i	i	i	0	-8	9	i	i	i
O=C(c1ccc(-c2ccccc2)cc1)c1ccc([N+](=O)[O-])cc1	i	i	i	i	·	-3	-5	0	·	i	i
Nc1ccccc1C(=O)NCC1(c2ccccc2)CCCC1	i	i	i	i	i	-17	-10	5	i	i	i
O=c1[nH]c(=S)[nH]c2sc3c(c12)CCCCCC3	i	10*	i	i	i	5	-3	21	i	i	i
CCOC(=O)C1CCC(CN(Cc2ccccc2C)S(=O)(=O)c2ccc([N+](=O)[O-])cc2)CC1 (configuration not stated)	i	i	i	i	i	3	-5	10	i	i	i
COc1cccc(S(=O)(=O)NCc2ccc(C(=O)N3CCN(C)CC3)cc2)c1	i	i	i	i	i	·	-6	0	i	i	·
CCOC(=O)c1sc2nc(C)nc(Nc3ccc(OC)c(OC)c3)c2c1C	i	i	i	i	i	-3	-7	-25	i	i	i
CC(C)CC(=O)Nc1nnn(C)n1	i	i	i	i	i	-2	-10	6	i	i	i
COc1cc(OC)c(NS(=O)(=O)c2cc3[nH]c(=O)c(=O)[nH]c3cc2C)cc1Cl	i	i	i	i	i	5	-5	9	i	i	i
COc1ccccc1N/C(N)=N/c1nc(CSc2ccc(C)cc2)cc(=O)[nH]1	i	i	i	i	i	4	-7	6	i	i	i
CC(C)(C)c1nc2c(Br)cc(Br)cc2c(=O)o1	i	i	i	i	i	-6	-11	-9	i	i	i
CCOc1ccc(N=Nc2c(=O)[nH]n3c(=O)cc(C)[nH]c23)cc1	i	i	i	i	i	6	-7	13	i	i	i
CCOc1ccc2c(c1)c1nc3ccccc3nc1n2C	i	i	i	i	i	0	-4	17	i	i	i
CCC(C)NC(=O)c1nc2c(nnn2Cc2ccccc2Cl)c(=O)[nH]1 (configuration not stated)	i	i	i	i	i	3	-10	27	i	i	i
CCCNC(=O)c1c[nH]c2ccc(S(=O)(=O)N(C)c3ccc(OCC)cc3)cc2c1=O	i	i	i	i	·	2	-8	2	·	i	i
CSc1ccccc1-c1n[nH]c(=S)o1	i	i	i	i	i	·	-7	56*	i	i	·

# Reprinted from the entries so far for reference:
SMILES	RGS4 act	KCNQ1 pot	KCNQ1 block	KCNK9 inh	ANO1 activ	HDAC3 inhib	hERG protect	SKKanGAS inh	KCNK3 inh	RGS4 inh	TMEM16A inh
O=C(NNc1cc(N2CCOCC2)nc(N2CCOCC2)n1)c1ccc([N+](=O)[O-])cc1	i	i	i	i	i	·	-6	1	i	i	·
O=C(NCCS(=O)CCNC(=O)C(F)(F)F)C(F)(F)F	i	i	i	i	i	-4	-4	-4	i	i	i

# Structural class: those above with a furan ring, fused or not
SMILES	RGS4 act	KCNQ1 pot	KCNQ1 block	KCNK9 inh	ANO1 activ	HDAC3 inhib	hERG protect	SKKanGAS inh	KCNK3 inh	RGS4 inh	TMEM16A inh
O=[N+]([O-])c1ccc(SCc2ccco2)cc1N1CCOCC1	i	i	i	i	i	1	0	12	i	i	i
Cc1ccccc1N1CCN(Cc2ccc(Br)o2)CC1	i	i	i	i	i	0	-8	9	i	i	i

# Other compounds.
SMILES	RGS4 act	KCNQ1 pot	KCNQ1 block	KCNK9 inh	ANO1 activ	HDAC3 inhib	hERG protect	SKKanGAS inh	KCNK3 inh	RGS4 inh	TMEM16A inh
CCCN(CCC)CCCNC(=O)CC1Nc2ccccc2NC1=O (configuration not stated)	i	i	i	i	i	-1	-1	2	i	i	i
CN1CCN(c2nc(-c3ccccc3)ncc2S(=O)(=O)c2ccccc2)CC1	i	i	i	i	i	4	-11	-4	i	i	i
O=C(CN1C(=O)C2CC=CCC2C1=O)OCC(=O)c1ccc(Cl)c([N+](=O)[O-])c1 (configuration not stated)	i	i	i	i	i	-5	-10	0	i	i	i
CC(=O)NC1=NN(C(C)=O)C(c2cccs2)S1 (configuration not stated)	i	i	i	i	i	-1	-11	3	i	i	i
CCC(=O)Nc1ccccc1Sc1ncnc2scc(-c3ccccc3)c12	i	i	i	i	i	-1	-9	-3	i	i	i
CCOc1ccc(CNC(=O)C2CCCN(S(=O)(=O)N3CC(C)CC(C)C3)C2)cc1OC (configuration not stated)	i	i	i	i	i	2	-8	-1	i	i	i
Cn1nnc2cc(C(=O)NCCC3=CCCCC3)ccc21	i	i	i	i	i	4	-3	0	i	i	i
CCc1cccc2c(C#N)cn(CC(=O)NCCOC)c12	i	i	i	i	i	0	-5	-14	i	i	i
CC(C)CC(=O)N(c1ccc(F)cc1)C1C=CS(=O)(=O)C1 (configuration not stated)	i	i	i	i	i	2	-7	-6	i	i	i
Cc1cc(C)c2c(N=NN3CCOCC3)[nH]nc2n1	i	i	i	i	i	1	-15	4	i	i	i
O=C(Cc1cc(=O)[nH][nH]1)N/N=C/c1cccc2ccccc12	i	i	i	i	i	2	-1	4	i	i	i
Cc1ccc(S(=O)(=O)N/N=C/c2c(F)cccc2Cl)cc1	i	i	i	i	i	4	-6	3	i	i	i
C=CCc1cccc2cc(C(=O)NC)c(=O)oc12	i	i	i	i	i	-12	-4	-11	i	i	i
CCC1CCCCN1C(=O)C1CC(c2cc(Cl)c(OC)cc2OC)=NO1 (configuration not stated)	i	i	i	i	i	3	-6	-5	i	i	i

# Screening results: PubChem BioAssay, several laboratories

# An unsorted share of the library; about 6.3% have a hit in one of these screens.
